HSP90 inh – blocks HSP90-mediated luciferase refolding in reticulocyte lysate. Rabbit reticulocyte lysate, luciferase refolding luminescence, 3 h. inhibition, % at 5.6 µM. 290,000 compounds, 0.91% hits;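 active = inhibition above the screen-wide mean plus 3 SD, computed separately per campaign, cut at about 16% in these data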;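 also: 0% = DMSO wells and 100% = 60 µM geldanamycin wells; inhibitors lower the luminescence because luciferase stays unfolded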
AI-2 QS modul – Vibrio harveyi AI-2 quorum sensing modulation. activity change, % at 7.5 µM. Vibrio harveyi JMH597 AI-2 luminescence/OD600 ratio, 9 h; active compounds read low; strain lacks LuxN and CqsS sensors; 0 = neutral-control median. AID 2094. 300,000 compounds, 0.4% hits; in the data active = activity change below about -75%, passing the limit was not always enough;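 also: luminescence divided by OD600 gain over 9 h not by final OD600 alone; inactives centre near 13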
HSF1 inh – HSF1 inhibition. NIH3T3-HGL HSE-luciferase, MG132-induced, luminescence 8 h; active compounds read low. activity change, negative = inhibition, % at 7.5 µM (by protocol). 300,000 compounds, 0.77% hits. AID 2098;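 active = more than half of replicate wells show activity change below -50%, luminescence cut by over half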;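 also: luciferase reports HSF-1 transcriptional activity via heat shock element; 0% = median of DMSO wells and -100% = zero luminescence signal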
aSyn UTR inh – MLPCN primary screen, SNCA 5' untranslated region; AID 1813; alpha-synuclein 5'UTR reporter, inhibitor activity; inhibition, % (tested at 7.5 µM); 300,000 compounds, 0.82% hits; in the data active = inhibition above about 60%;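 also: H4 neuroglioblastoma cells stably carrying SNCA 5'UTR luciferase fusion; 0% = DMSO wells and 100% = positive control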
Platelet DG rel – platelet dense granule release activity. human platelet-rich plasma, SFLLRN dense granule ATP release, luminescence. AID 1663. inhibition, %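 (compounds screened at 7.5 µM in platelet-rich plasma)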. 300,000 compounds, 0.22% hits;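 active = mean replicate score, as percent of positive control, at or above 50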
KLF5 inh – suppresses KLF5 promoter-driven expression. DLD-1 KLF5 promoter-luciferase reporter, luminescence. inhibition, % at 5 µM. 290,000 compounds, 0.23% hits. AID 1700;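 active = inhibition above a per-plate limit of that plate's mean compound inhibition plus 3 SD, cut at about 60% in these data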;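 also: 0% = DMSO wells and 100% = LY294002 at 200 µM; higher means less KLF5 promoter-driven luciferase light; inactives centre near -14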
SKKanGAS inh – SKKanGAS growth inhibition; S. pyogenes SKKanGAS, kanamycin growth, BacTiter-Glo, 6 h; inhibition, % at 7.5 µM; 300,000 compounds, 1.3% hits; AID 1662;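 active = mean replicate score, as percent of positive control median, at least 50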;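 also: strain carries kanamycin resistance gene driven by streptokinase promoter and grows in 40 µg/ml kanamycin; loss of luminescence reflects streptokinase promoter inhibition or plain growth inhibition; 0% = median of DMSO wells and 100% = positive control at its reference dose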
HIF activator – HIF pathway transcriptional activation | 300,000 compounds, 0.32% hits | U2OS HRE-luciferase reporter, luminescence; normalized: DMSO 0%, desferrioxamine 100% | activation, % at 7.5 µM (by protocol) | AID 1910;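 active = mean activation of at least 10% of the iron chelator positive control signal, with at least half of replicates also reaching 10%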
IEC-6 tox – kills IEC-6 intestinal cells in KLF5 counter-screen; IEC-6 cytotoxicity, luminescence viability; inhibition, % at 5 µM; 290,000 compounds, 0.78% hits; in the data active = inhibition above about 22%;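 also: 0% = plate median of test compound wells and 100% = cytotoxic reference compound wells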
HSF1 activator – increases HSF-1 driven luciferase reporter signal; NIH3T3-HGL HSF-1 luciferase reporter, MG132, 8 h; 100% = twice DMSO control signal; activation, % at 9 µM; 300,000 compounds, 1.7% hits; AID 504408;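 active = mean replicate activation of at least 50% with a set share of replicates each reaching 50%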;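 also: 0% = median of the neutral control wells and 100% = twice that signal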
Starred values were filed as active, the others as inactive; . = no result given.

SMILES	HSP90 inh	AI-2 QS modul	HSF1 inh	aSyn UTR inh	Platelet DG rel	KLF5 inh	SKKanGAS inh	HIF activator	IEC-6 tox	HSF1 activator
CCOc1ccc(S(=O)(=O)N(CC(=O)NCC2CCCO2)c2ccc(F)cc2)cc1 (stereo not given)	-2	12	2	4	9	-11	0	0.0	-8	21
CC(=O)NCc1ccc(-c2csc(N)n2)s1	2	47	-15	-16	-3	-29	-5	-0.2	-5	2
COc1ccc(C2=NS(=O)(=O)N(C)C(C(=O)NC3CCCC3)=C2)cc1	3	32	2	12	0	-11	-1	-0.1	-1	-9
Cc1ccc(S(=O)(=O)c2c(N)n(Cc3ccco3)c3nc4ccccc4nc23)cc1	0	29	20	28	4	-17	30	0.0	1	25
O=Cc1cc(CCC(=O)O)ccc1O	4	8	-6	-1	-1	-21	-2	-0.2	3	10
Cc1cc(C(=O)Nc2nc(-c3ccccn3)cs2)ccc1[N+](=O)[O-]	2	.	-31	31	7	-3	91*	0.9	11	-28
CC(C)NS(=O)(=O)c1ccc(OCC(=O)Nc2ccc(F)cc2F)cc1	-1	23	-1	-2	1	-42	2	-0.5	-6	-21
Cc1ccc(OCC(=O)Oc2ccccc2[N+](=O)[O-])cc1	.	11	-1	-5	-3	.	3	0.4	.	17
CCOC(=O)c1ccc(N2C(=O)C(CC(N)=O)N(NC(=O)c3cccc(F)c3)C2=S)cc1 (stereo not given)	-1	-6	1	15	-2	-17	1	0.3	1	0
CC(=O)N/C(=C\c1ccccc1)C(=O)OCC(=O)NC1CCCC1	4	18	-6	13	15	-4	-5	-0.4	-5	-3
COc1cccc(C(=O)Nc2cccc(OCC(=O)c3ccccc3)c2)c1	1	11	17	-21	-1	-12	0	0.5	-5	3
COc1ccc(/C=N/NC(=O)c2ccn[nH]2)cc1Cn1nc(C)c([N+](=O)[O-])c1C	-3	9	2	-22	-2	-97	0	0.7	0	-12
CC1CCCCN1C(=O)/C=C/c1ccccc1[N+](=O)[O-] (stereo not given)	1	10	0	-24	-5	-31	-9	0.0	2	-10
O=C(c1ccccc1)N1CCN(C2CC3CCC2C3)CC1 (stereo not given)	-2	16	-6	13	11	-10	-5	0.2	2	7
C=C(C)Cn1c(SCC(=O)O)nnc1-c1ccc(C(C)(C)C)cc1	2	4	0	13	1	21	-3	-0.2	5	13
CC(=O)c1ccc(S(=O)(=O)N2CCN(c3nc4c(C)c(C)ccc4cc3C#N)CC2)cc1	-1	12	6	15	-8	-22	-3	-0.2	1	11
N/C(=N\OC(=O)CC1CCCCC1)c1ccc([N+](=O)[O-])cc1	-2	19	11	-39	-3	-28	4	0.1	-2	8
CN1C(C(=O)Nc2ccc(F)cc2F)=CC(c2cccs2)=NS1(=O)=O	-3	7	-3	-17	14	7	1	0.0	2	10
CC(NC(=S)NC(=O)c1ccccc1)c1ccccc1 (stereo not given)	.	19	2	7	3	.	-9	-0.8	.	-7
Cc1c(CNC(=O)C2CC2)c(-n2cccc2)n(Cc2ccccc2)c1C	-2	13	4	8	1	-34	-7	-0.2	-11	3

Rewritten with bars between the fields: part of the list above.
mol | HSP90 inh | AI-2 QS modul | HSF1 inh | aSyn UTR inh | Platelet DG rel | KLF5 inh | SKKanGAS inh | HIF activator | IEC-6 tox | HSF1 activator
CCOC(=O)c1ccc(N2C(=O)C(CC(N)=O)N(NC(=O)c3cccc(F)c3)C2=S)cc1 (stereo not given) | -1 | -6 | 1 | 15 | -2 | -17 | 1 | 0.3 | 1 | 0
Cc1ccc(S(=O)(=O)c2c(N)n(Cc3ccco3)c3nc4ccccc4nc23)cc1 | 0 | 29 | 20 | 28 | 4 | -17 | 30 | 0.0 | 1 | 25

(cont.)
SMILES	HSP90 inh	AI-2 QS modul	HSF1 inh	aSyn UTR inh	Platelet DG rel	KLF5 inh	SKKanGAS inh	HIF activator	IEC-6 tox	HSF1 activator
CCOc1cc(OCC)cc(C(=O)Nc2cccnc2)c1	0	11	18	18	-11	-4	-9	-0.4	2	59*
O=C(C1CCN(S(=O)(=O)c2cccc3nsnc23)CC1)N1CCc2ccccc21	0	31	-10	12	-3	2	10	-31	2	-6
N#Cc1cccc(Oc2ccc(-c3cnc4ccccc4n3)cc2)c1C#N	-2	18	.	-42	-5	9	-5	.	-2	.
CS(=O)(=O)N(CC(=O)N1CCCCCC1)c1ccc2c(c1)OCCO2	0	28	-5	-4	4	14	3	-0.3	4	0
COc1cccc(C2CCCN2Cc2nc(-c3cnccn3)no2)c1 (stereo not given)	-4	17	-2	-2	9	-53	-11	-0.4	-8	2
CC(C)NCCOCCSc1ccc(Cl)cc1	0	14	-6	7	-6	-11	2	1.9	1	-20
Cc1ccc(C)n1Cc1ccccc1Cl	-5	29	-2	11	-4	-7	9	-0.6	-11	1
NC(=O)CSc1ncc(-c2ccc([N+](=O)[O-])cc2)[nH]1	-4	32	.	-48	-2	-17	4	1.3	2	.
COc1ccc(NC(=O)CN(C)C(=O)Cc2coc3cc(C)c(C)cc23)cc1	.	27	7	6	-6	.	-7	-0.3	.	0
CCOc1ccc(N(CC(=O)Nc2cccc(F)c2)S(=O)(=O)c2c(C)noc2C)cc1	-1	13	9	17	5	-33	2	.	1	20
O=S(=O)(c1ccccc1)N1CCN(C(=S)NCCc2ccccc2)CC1	2	3	1	5	-3	3	-2	-0.4	4	-10
O=C(O)CCCC(=O)Nc1cccc(C(F)(F)F)c1	4	8	-2	11	-2	9	2	-0.3	-8	-7
C=CCn1c(COc2ccccc2OC)nc2ccccc21	1	5	6	-3	5	-41	8	1.4	2	12
CN(CC(=O)O/N=C(\N)c1ccccn1)S(=O)(=O)c1ccccc1	0	11	5	-1	-3	-25	-11	0.3	-1	10
CC(O)CN(C)CC/C=C1/c2ccccc2CSc2ccccc21 (stereo not given)	-5	9	-10	3	-4	-2	2	-0.1	2	-12
CCOC(=O)c1c(NC(=O)Cn2c(C)nc3ccccc32)sc2c1CCC2	0	14	6	-9	1	-17	6	-0.4	-1	2
O=C(c1cc(COc2ccc3c(c2)CCCC3)on1)N1CCCC1	-2	20	31	-118	-9	-32	5	2.1	1	18
O=C(NC(Cc1ccccc1)C(=O)N1CCN(S(=O)(=O)c2ccccc2)CC1)c1ccccc1 (stereo not given)	-2	18	1	2	-5	1	-5	-0.8	0	-4
CCS(=O)(=O)c1nc(S(=O)(=O)c2ccc(C)cc2)c(N2CCCC(C)C2)s1 (stereo not given)	3	27	-5	10	4	-40	0	-0.7	1	12
Cc1ccc2c(c1)c1c(c(=O)n(-c3ccccc3C)c(=O)n1CC(=O)NCC1CCCO1)n2C (stereo not given)	0	21	1	20	-14	-8	2	-0.3	-2	13
CCOC(=O)C1CCN(C(=O)CC2C(=O)N(Cc3ccccc3)C(C)c3nc4ccccc4n32)CC1 (stereo not given)	0	18	-5	-9	-16	-29	-2	0.1	5	2
CC1(c2ccc3ccccc3c2)NC(=O)N(CC(=O)NCC(C)(C)N2CCOCC2)C1=O (stereo not given)	.	-2	-2	-5	8	.	28	0.1	.	-9
Fc1ccc(C2Nc3cccc4cccc(c34)N2)cc1	1	4	-9	2	-2	-4	13	-1.5	-6	-14
Cc1nn(C)cc1S(=O)(=O)Nc1ccc(C(F)(F)F)cc1	3	6	6	7	-10	-2	-6	0.8	6	31
Cc1cccc(C)c1NC(=O)NC1(C(=O)N2CCOCC2)CCCCC1	-3	18	1	-11	0	-15	-1	-0.7	-7	-17
COc1ccc(/C=C/C(=O)NCCOc2ccccc2OC)cc1	-1	5	0	26	-2	-22	-7	-0.5	-2	-14
O=C(O)c1ccc(N2C(=O)C3C4c5ccccc5C(Br)(c5ccccc54)C3C2=O)cc1 (stereo not given)	1	13	1	-4	-15	0	0	-1.1	-3	1
C=CCn1cc(C(=O)NCc2ccc3c(c2)OCO3)c(=O)c2cc(S(=O)(=O)N(CC)CC)ccc21	4	9	19	19	-7	-17	3	-0.6	-6	29
CC(NC(=O)c1ccccc1)c1nnc(SCC(=O)Nc2nnc(C3CC3)s2)n1C (stereo not given)	.	26	-3	-3	10	.	24	-0.2	.	-3
COCCn1c(=O)[nH]c2cc(C(=O)Nc3ccc(OC)c(Cl)c3)ccc2c1=O	-5	10	1	-12	8	-18	0	0.1	4	9
CCCCn1c(N)c(N(Cc2ccccc2OC)C(=O)COc2ccc(C)cc2)c(=O)[nH]c1=O	.	23	3	12	21	.	-4	-0.4	.	9
C/C(=N/NC(=O)c1ccc(-c2ccccc2)cc1)c1cccc(O)c1	-3	2	.	.	.	-29	.	.	0	.
CCOc1ccc(CCNC(=O)c2cc3sccc3n2CC)cc1OCC	-4	32	-1	14	0	-52	2	0.8	4	12
O=C(Nn1cnnc1)c1ccc(Cl)c(Cl)c1	-7	15	0	3	3	-39	0	-1.0	-6	-11
Cc1cccc(C2CC(c3ccc(Cl)cc3)Nc3nc(N)nn32)c1 (stereo not given)	-2	24	-10	-8	1	-3	-8	0.1	1	3
C/C(CC(=O)Nc1ccc(OCc2ccccc2)cc1)=N\NC(=O)C(=O)Nc1ccccc1C	3	12	.	.	.	6	0	.	-3	.
N#CC1=C(N)OC2=C(C(=O)CC(c3ccco3)C2)C1c1ccc(OCc2c(F)cccc2Cl)cc1 (stereo not given)	1	29	11	-31	-34	2	1	0.0	-7	-3
CCOc1ccc(C2C3=C(CCCC3=O)OC(N)=C2[N+](=O)[O-])cc1 (stereo not given)	-2	14	-10	-15	1	5	9	-0.9	-1	10
Cc1cc(NC(=O)CCN2C(=O)/C(=C/c3ccccc3Cl)SC2=S)no1	2	13	11	-21	9	-9	-4	0.3	-3	54*
COC(=O)C1CC(=O)c2sccc2C1 (stereo not given)	1	3	2	1	-2	-25	6	-2.3	-4	11
CCCn1c(C(O)c2ccc(OC)c(OC)c2)nc2ccccc21 (stereo not given)	4	4	-2	-1	-8	-25	1	0.5	0	27
CN(C)CC(C)(C)NS(=O)(=O)c1ccc(Cl)cc1	-1	3	-7	26	5	22	9	1.3	7	7
CCCC(=O)NCCCc1nc2ccccc2n1C(C)C	2	26	-4	27	0	-30	-3	-0.1	5	-12
O=C(NC1CCCCCC1)C1CCN(c2nc3ccccc3o2)CC1	-4	19	-3	9	-3	-21	-3	-0.4	-1	-3
CC(C)(C)C(=O)/C=C(\N)c1ccncc1	1	2	-5	-1	7	-15	-1	-0.6	-3	1
COc1ccc(OCCOC(=O)c2cccc(-n3cnnn3)c2)cc1	11	30	.	-81	1	-23	.	0.2	1	.
Cc1[nH][nH]c(=O)c1C(c1cc([N+](=O)[O-])ccc1O)c1c(C)[nH][nH]c1=O	5	0	-2	-12	2	-9	-5	-0.5	-5	1
CC1(c2ccccc2)CC(C)(C)N(C(=O)c2cc([N+](=O)[O-])cc([N+](=O)[O-])c2)c2ccccc21 (stereo not given)	-3	28	-13	10	0	-7	46	-0.5	-4	-12
O=C(CCN1C(=O)/C(=C/c2ccccc2)SC1=S)Nc1ccccn1	-1	13	8	11	13	-20	1	-0.7	-4	4
Cc1cccc(C)c1N1CCN(c2cc(Cl)nc(N)n2)CC1	-1	-2	5	17	8	-36	16	1.4	2	-1
Cc1ccc(-c2nc(-c3ccncc3)no2)c(C)c1	-3	20	30	-108	3	-169	0	3.0	-5	37
O=C(COc1ccccc1)Nc1cc2c3c(c1)CC(=O)N3CCC2	.	0	3	-39	1	.	-3	5.1	.	6
CC1CC(C)CN(S(=O)(=O)c2ccc(C(=O)N3CCCC3)cc2)C1 (stereo not given)	-2	-9	3	7	4	-15	6	0.1	-2	1

Screens (PubChem)
